Screens deposited in PubChem BioAssay by several laboratories.
Pf gamet viab – kills late stage P. falciparum gametocytes. 150,000 compounds, 0.065% hits. P. falciparum stage V gametocytes, ATP luminescence, 24 h. inhibition, % at 10.9 µM;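 active means inhibition above the mean plus 3 SD of compounds within the control limits, set per campaign, cut at about 38% in these data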;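 further: 0% = DMSO wells and 100% = medium only without gametocytes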
RGS8-Gao – human RGS8-Galphao interaction regulation; 220,000 compounds, 0.34% hits; AID 1423; multiplexed bead flow cytometry, RGS8-Galphao binding; actives lie on both sides; response (percent of control binding), % at 10 µM; P09471; in the data active means response below about 60% or above about 140%; inactive means in between;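 further: Galphao activated as the GDP aluminium fluoride complex binding bead-coupled RGS8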
RGS4-Gao reg – human RGS4-Galphao interaction regulation. binding response (% of control), % at 10 µM. 220,000 compounds, 0.33% hits. AID 1415. Multiplexed bead flow cytometry, RGS4-Galphao binding; actives lie on both sides; in the data active means binding response below about 49% or above about 150%; inactive means in between;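 further: fluorescent Galphao activated with aluminum fluoride binding bead-coupled RGS4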
ABCB1 inh – blocks JC-1 efflux by human ABCB1 transporter; P08183; CCRF-Adr cells, flow cytometry; 190,000 compounds, 0.067% hits; inhibition, % at 6.6 µM; in the data active means inhibition above about 40%;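 further: 0% = vehicle and 100% = reference inhibitor; higher value means more JC-1 retained so stronger ABCB1 efflux block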
RGS7-Gao – modulates binding of RGS7 to human Galphao; Multiplexed bead flow cytometry; actives lie on both sides; AID 1439; P09471; binding response (% of control), % at 10 µM; 220,000 compounds, 0.35% hits; in the data active means binding response below about 49% or above about 150%; inconclusive means no clear call, values can overlap the other calls; inactive means in between;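 further: fluorescent Galphao held in activated GDP-AlF4 state binding bead-coupled RGS7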
ABCG2 inh – inhibitors of human ABCG2 transporter, ABCB1 counter-screen. IgMXP3 cells, JC-1 efflux, flow cytometry. inhibition, % at 6.6 µM. 190,000 compounds, 0.1% hits;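 active means inhibition above 80%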;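 further: 0% = DMSO and 100% = nicardipine control wells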
Target sequence (Q9UNQ0 whole entry, looked up): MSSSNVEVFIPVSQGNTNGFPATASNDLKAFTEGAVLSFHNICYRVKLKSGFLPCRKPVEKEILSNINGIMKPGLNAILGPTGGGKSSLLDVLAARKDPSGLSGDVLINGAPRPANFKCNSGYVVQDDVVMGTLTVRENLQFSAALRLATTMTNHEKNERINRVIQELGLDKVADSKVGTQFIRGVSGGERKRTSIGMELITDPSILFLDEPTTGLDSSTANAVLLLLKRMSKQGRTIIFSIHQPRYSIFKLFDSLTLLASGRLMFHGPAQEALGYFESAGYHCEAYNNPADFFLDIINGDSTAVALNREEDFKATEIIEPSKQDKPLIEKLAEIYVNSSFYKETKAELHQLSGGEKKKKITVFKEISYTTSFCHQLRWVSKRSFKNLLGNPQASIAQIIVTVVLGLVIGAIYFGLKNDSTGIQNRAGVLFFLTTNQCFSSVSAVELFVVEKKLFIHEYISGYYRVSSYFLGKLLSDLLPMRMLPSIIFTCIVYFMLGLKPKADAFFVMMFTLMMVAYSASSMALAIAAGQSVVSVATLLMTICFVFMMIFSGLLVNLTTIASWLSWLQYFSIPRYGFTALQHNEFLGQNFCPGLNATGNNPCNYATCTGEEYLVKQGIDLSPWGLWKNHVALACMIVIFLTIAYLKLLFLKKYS
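Incubation: cells with compound and JC-1, 10 min at 25 °C, rotating, no wash / Test system: IgMXP3 (ABCG2) plus far-red-tagged CCRF-Adr (ABCB1) cells / Compound dosing: one concentration, 6.6 µM final / Also added: JC-1 fluorescent substrate / Evaluation: efflux inhibition in percent versus controls / Detection: flow cytometry, 530 nm JC-1 signal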
Bim-Mcl-1 – human Bim-Mcl-1 interaction inhibition; Q07820; Bead-based flow cytometry, Bim peptide-Mcl-1 binding; inhibition, % at 10 µM; 190,000 compounds, 0.1% hits; in the data active means inhibition above about 40%;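 further: 0% = no compound tracer wells and 100% = peptide blocker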
Target sequence (Q07820 whole entry, looked up): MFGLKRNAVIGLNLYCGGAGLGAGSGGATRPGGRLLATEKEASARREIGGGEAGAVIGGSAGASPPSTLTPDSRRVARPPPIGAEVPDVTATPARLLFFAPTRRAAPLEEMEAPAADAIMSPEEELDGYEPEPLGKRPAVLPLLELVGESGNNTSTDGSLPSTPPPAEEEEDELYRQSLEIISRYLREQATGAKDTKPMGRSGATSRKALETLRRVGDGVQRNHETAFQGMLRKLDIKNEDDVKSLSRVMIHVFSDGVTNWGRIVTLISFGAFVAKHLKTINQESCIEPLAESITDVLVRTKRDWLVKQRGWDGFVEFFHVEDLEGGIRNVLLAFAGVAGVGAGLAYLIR
Avidin fluor – avidin bead compound fluorescence profile; Avidin beads, compound fluorescence 488/530 nm, flow cytometry; stronger effect = higher value; fluorescence (KMESF) at 10 µM; 220,000 compounds, 0.38% hits; AID 1775; in the data active means fluorescence above about 47; further: inactives centre near 10
Mcl1 Bid PPI – disrupts binding of human Mcl-1 to Bid peptide. Q07820. TR-FRET Mcl-1/Bid-Dy647 peptide binding, 1536-well. inhibition, % at 21.7 µM. 220,000 compounds, 0.97% hits;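 active means compounds that cut the binding signal by more than half at the single screening dose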;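 further: His-tagged Mcl-1 with europium anti-His antibody binding Bid BH3 peptide; 0% = Mcl-1 plus peptide wells and 100% = peptide-only wells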
Mcl1 Noxa PPI – disrupts binding of human Mcl-1 to Noxa peptide; Q07820; TR-FRET Mcl-1/Noxa peptide binding, 2 h; inhibition, % at 21.7 µM; 220,000 compounds, 1.5% hits; AID 1022;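 active means compounds that cut the protein-peptide binding signal by more than 50% relative to plate controls in a single-dose test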;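 further: His-tagged Mcl-1 with rhodamine Noxa BH3 peptide and terbium anti-His antibody; 0% = Mcl-1 plus Noxa peptide wells and 100% = peptide-only wells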
GSH bead fluor – GSH bead compound fluorescence profile; fluorescence (KMESF) at 10 µM; 190,000 compounds, 0.25% hits; GSH beads flow cytometry, compound fluorescence 488/530 nm; stronger effect = higher value; in the data active means fluorescence above about 89;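 further: glutathione beads carrying GST-tagged Bcl family fusion proteins plus one bare bead set; values are compound well signal with DMSO vehicle wells as background; inactives centre near 16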
Numbers without * were called inactive; ? = inconclusive; . = no result given.

SMILES	Pf gamet viab	RGS8-Gao	RGS4-Gao reg	ABCB1 inh	RGS7-Gao	ABCG2 inh	Bim-Mcl-1	Avidin fluor	Mcl1 Bid PPI	Mcl1 Noxa PPI	GSH bead fluor
Cc1sc(NC(=O)c2cc3ccccc3oc2=O)c(C(=O)OC(C)C)c1-c1ccccc1	-6	102	101	0.6	101	4	1	14	-12	22	22
CCCC(=O)Nc1c2c(nc3ccccc13)N(c1ccccc1)CC2	.	107	104	-0.1	102	1	-2	23	-3	-17	10
C=CCNC(=O)COC(=O)CCC(=O)c1cccs1	3	98	96	.	?	.	.	6	-11	-1	.
COc1ccccc1NC(=O)Nc1ccncc1	-12	98	98	0.3	86	10	0	5	-13	21	20
CCOC(=O)CSc1n[nH]c(NC(=O)c2cccc(C)c2)n1	4	109	103	0.4	102	28	-8	13	-15	18	35
Cc1c(CC(=O)O)c(=O)oc2c(C)c(OCc3nn[nH]n3)ccc12	5	99	99	.	?	.	.	7	3	13	.
Cn1c(CN2CCN(C(=O)c3ccccc3Cl)CC2)nc2cc([N+](=O)[O-])ccc21	.	87	96	4.1	94	40	3	10	-5	26	9
CC(=O)CC(=O)Nc1ccccc1NC(C)=O	.	98	98	0.6	100	2	0	10	-23	28	22
Cc1ccc(CNC(=O)CCC2CCCN(Cc3cc4ccccc4o3)C2)o1 (centres undefined)	7	100	91	.	?	.	.	7	-16	8	.
O=[N+]([O-])c1ccc(CSc2nnc(Cc3ccccc3)o2)cc1	-1	98	103	.	?	.	.	9	-13	-8	.
CN(C)Cc1cc2ccccc2c2c1COC2	-6	89	81	.	?	.	.	3	-26	4	.
O=C(N/N=C/c1ccccc1O)/C(=C/c1ccccc1)CCO	.	100	99	0.3	102	3	-7	14	-48	-8	21
O=C(Nc1ccccn1)[C@@H]1CCC(=O)N1C(=O)OCc1ccccc1	.	96	101	0.3	101	0	0	4	-23	-2	43
CCCc1nnc(NC(=O)c2ccc(N3C(=O)C4C5C=CC(C5)C4C3=O)cc2)s1 (centres undefined)	.	109	108	0.6	109	6	2	5	-2	22	10
CC1=NN(c2ccccc2)C(=O)C1c1ccccc1 (centres undefined)	-22	103	98	0.3	99	13	0	11	-58	12	17
CSc1nc2ccc(S(=O)(=O)N3CCCCC3)cc2s1	.	103	106	0.7	107	3	0	50*	3	5	24
CN(C)C(C)(C)/C=C/C(O)(c1ccccc1)c1ccccc1	1	101	105	.	?	.	.	10	-6	-9	.
CCCn1c(SCC(=O)NC(=O)Nc2ccc(C)cc2C)n[nH]c1=O	-2	103	105	-0.2	102	0	-7	35	-8	4	20
Cc1cccc(C)c1NC(=O)c1sccc1SCC#N	.	88	87	0.5	92	2	5	3	-40	-3	59
O=C1c2ccccc2NC2(CCCC2)N1N=C1CCCC1	.	100	100	0.1	?	19	0	9	-11	-4	16
Cc1ccc(OCC(=O)N/N=C\c2c(C)[nH]n(-c3ccccc3)c2=O)c([N+](=O)[O-])c1	.	104	102	0.1	96	0	-2	13	-110	-75	19
Cc1ccc(N=c2ssnc2Cl)cc1	27	82	95	-0.5	113	-2	-11	3	14	12	11
Oc1ccc(Br)cc1C=Nc1ccc2[nH]ncc2c1	15	98	99	-1.4	98	0	-2	22	-25	25	9
Cc1cc(N2C(=O)C3CC=CCC3C2=O)cc(C)c1Br (centres undefined)	.	101	101	0.5	100	15	-1	39	-8	16	28
COc1ccc(Cl)cc1C(=O)NNC(=S)NC(=O)c1cc(-c2ccccc2)nc2ccccc12	.	102	104	-0.8	104	-2	-3	12	-80	-84	17

Rewritten with two lines to a compound: part of the list above.
The line under a structure holds: Pf gamet viab, RGS8-Gao, RGS4-Gao reg, ABCB1 inh, RGS7-Gao, ABCG2 inh, Bim-Mcl-1, Avidin fluor, Mcl1 Bid PPI, Mcl1 Noxa PPI, GSH bead fluor
> CCCn1c(SCC(=O)NC(=O)Nc2ccc(C)cc2C)n[nH]c1=O
 : -2, 103, 105, -0.2, 102, 0, -7, 35, -8, 4, 20
> Cc1cccc(C)c1NC(=O)c1sccc1SCC#N
 : ., 88, 87, 0.5, 92, 2, 5, 3, -40, -3, 59
> O=C1c2ccccc2NC2(CCCC2)N1N=C1CCCC1
 : ., 100, 100, 0.1, ?, 19, 0, 9, -11, -4, 16
> Cc1ccc(OCC(=O)N/N=C\c2c(C)[nH]n(-c3ccccc3)c2=O)c([N+](=O)[O-])c1
 : ., 104, 102, 0.1, 96, 0, -2, 13, -110, -75, 19

(further entries)
SMILES	Pf gamet viab	RGS8-Gao	RGS4-Gao reg	ABCB1 inh	RGS7-Gao	ABCG2 inh	Bim-Mcl-1	Avidin fluor	Mcl1 Bid PPI	Mcl1 Noxa PPI	GSH bead fluor
O=C(CCn1c(=O)oc2ccccc21)N1CCc2ccccc21	.	99	102	2.8	102	43	-9	31	-19	8	23
COc1cc(S(=O)(=O)N2CCN3CCCC3C2)ccc1-n1cnnn1 (centres undefined)	8	87	73	0.7	82	2	-9	15	-8	3	25
c1ccc2c(c1)nc(Nc1ccc(N3CCCCC3)cc1)c1nncn12	14	101	100	.	?	.	.	6	-54	20	.
O=C(NCc1ccc(Cl)cc1)c1ccccc1CCc1ccccc1	11	99	98	0.8	97	11	-6	12	-13	-18	20
CNC(=S)N1N=C(c2ccc(Br)cc2)CC1c1ccc(N(C)C)cc1 (centres undefined)	-12	102	104	2.6	?	14	-1	9	-39	-12	16
Cc1cccc(NCC(=O)N/N=C\c2ccc[nH]2)c1	0	102	100	.	?	.	.	7	-48	-1	.
COCC(=O)Nc1ccc(Nc2ccccc2)cc1	.	98	97	-0.2	97	0	-1	17	-75	12	32
Cc1sc(NC(=O)Nc2ccccc2)c(C(N)=O)c1C	-3	97	108	-0.3	106	0	-3	7	-61	4	17
Cc1cc2cc(CN3C(=O)c4ccccc4C3=O)ccc2[nH]1	.	99	96	0.7	94	8	-2	3	-6	13	19
COC(=O)CCCC1=CC2=CC(=O)C(C)(OC(=O)c3cccs3)C(=O)C2=CN1CC1CC1 (centres undefined)	3	98	93	.	?	.	.	8	-94	37	.
Cn1c(CN2CCN(C(=O)c3ccc(F)cc3)CC2)nc2cc([N+](=O)[O-])ccc21	9	107	104	0.9	107	12	-6	16	-41	0	15
CCOC(=O)c1[nH]c2ccc(Br)cc2c1NC(=O)CCN1CCCC(C)(C)C1	8	84	95	1.2	96	15	0	3	11	24	23
CNC(=S)N1CCN(C(=O)C2CCCO2)CC1 (centres undefined)	0	103	105	-0.2	105	0	-6	6	-55	-1	10
CCn1nc([N+](=O)[O-])c(C(C#N)c2nc3cc(C(F)(F)F)ccc3s2)c(Cl)c1=O (centres undefined)	.	93	91	-0.1	87	0	4	13	36	90*	8
COc1ccc(N2CCN(CCNC(=O)c3nnc(Cc4c(F)cccc4Cl)o3)CC2)cc1	-10	99	101	1.4	102	1	-2	7	-68	25	68
CCN(CC)S(=O)(=O)c1cccc(NC(=O)C(=O)c2c(-c3ccccc3)cc3ccccn23)c1	-7	94	86	0.6	85	2	2	10	-30	2	8
Cc1ccc[n+](CC(=O)N2CCCc3ccccc32)c1	.	102	96	0.4	101	3	-2	17	-15	-4	20
CCOC(=O)c1c(NC(=O)c2noc3c2CCCC3)sc(C)c1C	.	94	96	0.3	125	41	-4	7	-20	1	13
O=S(=O)(NCCCCCNS(=O)(=O)c1ccc(F)cc1)c1ccc(F)cc1	-5	93	92	0.5	89	2	-2	17	-8	3	27
O=C(O)/C=C/c1cnc2ccccc2n1	6	101	103	0.0	100	-2	-2	24	-5	-1	11
Cc1ccc(CSCC(=O)N/N=C/c2cccc(OC3CSC3)c2)cc1	-10	103	102	0.1	101	1	-5	14	-5	12	12
CCc1ccc(NC(=S)Nc2ccc3[nH]c(=O)[nH]c3c2)cc1	-1	97	95	.	?	.	.	4	-72	22	.
CCOC(=O)C1=C(CSc2nc3c(cc2C#N)CN(C)CC3)OC(N)=C(C#N)C1c1ccccc1 (centres undefined)	-18	95	93	0.2	94	0	-4	33	-16	33	16
Nc1cc(=O)n(Cc2ccccc2)c(=O)n1-c1ccc(F)cc1	17	97	100	.	?	.	.	6	-12	24	.
O=C(CN1CCOCC1)Nc1ccc(Oc2ccccc2)cc1	.	104	103	0.9	104	4	-4	12	-23	-6	12

Ordered by SMILES length (rising): part of the list above.
SMILES	Pf gamet viab	RGS8-Gao	RGS4-Gao reg	ABCB1 inh	RGS7-Gao	ABCG2 inh	Bim-Mcl-1	Avidin fluor	Mcl1 Bid PPI	Mcl1 Noxa PPI	GSH bead fluor
Oc1ccc(Br)cc1C=Nc1ccc2[nH]ncc2c1	15	98	99	-1.4	98	0	-2	22	-25	25	9
CCc1ccc(NC(=S)Nc2ccc3[nH]c(=O)[nH]c3c2)cc1	-1	97	95	.	?	.	.	4	-72	22	.
COc1ccc(N2CCN(CCNC(=O)c3nnc(Cc4c(F)cccc4Cl)o3)CC2)cc1	-10	99	101	1.4	102	1	-2	7	-68	25	68

(next part)
SMILES	Pf gamet viab	RGS8-Gao	RGS4-Gao reg	ABCB1 inh	RGS7-Gao	ABCG2 inh	Bim-Mcl-1	Avidin fluor	Mcl1 Bid PPI	Mcl1 Noxa PPI	GSH bead fluor
CCc1ccc(NC(=O)C(=O)N/N=C(\C)CC(=O)Nc2ccc(OC)cc2)cc1	-20	102	96	-0.8	102	-3	-1	11	-5	16	8
CCOC(=O)c1sc2nc(C)cc(C)c2c1NC(=O)c1ccco1	.	100	101	-5.5	101	1	-1	9	-22	12	12
CC12CCC(C(=O)N(c3ccc(Cl)cc3)C1=O)C2(C)C (centres undefined)	16	110	106	0.5	105	2	-5	12	-5	11	29
CC(=O)C(Sc1ccc2nnc(-c3ccc(F)cc3)n2n1)C(C)=O	.	98	101	0.7	108	7	-3	8	-23	32	25
Cc1n[nH]c(=O)nc1NCc1ccccc1Cl	.	99	97	0.2	99	2	-2	10	-2	10	16
COc1ccc(NC(=O)C(=O)N/N=C(\C)CC(=O)Nc2cc(C)ccn2)c(OC)c1	2	101	99	.	?	.	.	8	-70	-31	.

Random excerpt: 4 compounds from above.
SMILES	Pf gamet viab	RGS8-Gao	RGS4-Gao reg	ABCB1 inh	RGS7-Gao	ABCG2 inh	Bim-Mcl-1	Avidin fluor	Mcl1 Bid PPI	Mcl1 Noxa PPI	GSH bead fluor
Cc1c(CC(=O)O)c(=O)oc2c(C)c(OCc3nn[nH]n3)ccc12	5	99	99	.	?	.	.	7	3	13	.
C=CCNC(=O)COC(=O)CCC(=O)c1cccs1	3	98	96	.	?	.	.	6	-11	-1	.
Cc1sc(NC(=O)Nc2ccccc2)c(C(N)=O)c1C	-3	97	108	-0.3	106	0	-3	7	-61	4	17
COc1ccc(Cl)cc1C(=O)NNC(=S)NC(=O)c1cc(-c2ccccc2)nc2ccccc12	.	102	104	-0.8	104	-2	-3	12	-80	-84	17
